# aSyn 5UTR inh: 5' untranslated region of α-synuclein, MLPCN primary screen. AID 1813. inhibition, % (tested at 7.5 µM). alpha-synuclein 5'UTR reporter, inhibitor activity. 300,000 tested, 0.82% active; in the data active = inhibition above about 60%; inconclusive = no clear call, values can overlap the other calls;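 also: H4 neuroglioblastoma cells stably carrying SNCA 5'UTR luciferase fusion; 0% = DMSO wells and 100% = positive control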
# HSF-1 act: increases HSF-1 driven luciferase reporter signal. NIH3T3-HGL HSF-1 luciferase reporter, MG132, 8 h; 100% = twice DMSO control signal. activation, % at 9 µM. 300,000 tested, 1.7% active;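 active = mean replicate activation of at least 50% with a set share of replicates each reaching 50%; inconclusive = only one of those two conditions met; inactive = mean below 50% and too few replicates reaching it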;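 also: 0% = median of the neutral control wells and 100% = twice that signal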
# HSP90 refold inh: inhibitors of HSP90 luciferase refolding in rabbit reticulocyte lysate | 290,000 tested, 0.91% active | luciferase refolding luminescence, 3 h | AID 1789 | inhibition, % at 5.6 µM;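 active = inhibition above the screen-wide mean plus 3 SD, computed separately per campaign, cut at about 16% in these data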;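 also: 0% = DMSO wells and 100% = 60 µM geldanamycin wells; inhibitors lower the luminescence because luciferase stays unfolded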
# PolyA inh: yeast polyadenylation inhibition; S. cerevisiae SKY197-pL101 polyadenylation reporter, beta-gal luminescence; efflux-impaired pdr1/pdr3 knockout yeast; score 100 = 6 SD above DMSO; calls only at 12 µM; 300,000 tested, 0.02% active;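 active = lowest replicate activity score at least 50, where 100 means six control SD above control mean; inconclusive = lowest score under 50 but half or more replicates reach 50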;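 also: yeast exposed to compound for 9 h at 30 °C; higher score means more reporter readthrough which indicates perturbed polyadenylation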
# IEC-6 cytotox: counter-screen for KLF5 inhibitors: cytotoxicity in IEC-6 cells; IEC-6 cytotoxicity, luminescence viability; inhibition, % at 5 µM; 290,000 tested, 0.78% active; AID 1825; in the data active = inhibition above about 22%;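 also: 0% = plate median of test compound wells and 100% = cytotoxic reference compound wells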
# HSF1 inhib: HSF1 inhibition | NIH3T3-HGL HSE-luciferase, MG132-induced, luminescence 8 h; hits give low values | activity change, negative = inhibition, % at 7.5 µM (by protocol) | 300,000 tested, 0.77% active | AID 2098;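 active = more than half of replicate wells show activity change below -50%, luminescence cut by over half; inconclusive = some wells, but at most half, below -50%; inactive = no replicate well below -50%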;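 also: luciferase reports HSF-1 transcriptional activity via heat shock element; 0% = median of DMSO wells and -100% = zero luminescence signal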
# AI-2 QS mod: modulators of Vibrio harveyi AI-2 quorum sensing system. AID 2094. 300,000 tested, 0.4% active. Vibrio harveyi JMH597 AI-2 luminescence/OD600 ratio, 9 h; hits give low values; strain lacks LuxN and CqsS sensors; 0 = neutral-control median. activity change, % at 7.5 µM; in the data active = activity change below about -75%, passing the limit was not always enough; inconclusive = no clear call, values can overlap the other calls;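 also: luminescence divided by OD600 gain over 9 h not by final OD600 alone; inactives centre near 13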
# GSK3A inh: blocks human GSK-3 alpha kinase; P49840; ADP-Glo luminescence, 60 min; inhibition, % at 10 µM; 320,000 tested, 0.1% active; AID 2650;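 in the data active = inhibition above about 50%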;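 also: GST-tagged GSK-3 alpha with peptide substrate and 25 µM ATP; 0% = DMSO neutral wells and 100% = GW8510 positive control wells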
# Target sequence (P49840 whole entry, looked up): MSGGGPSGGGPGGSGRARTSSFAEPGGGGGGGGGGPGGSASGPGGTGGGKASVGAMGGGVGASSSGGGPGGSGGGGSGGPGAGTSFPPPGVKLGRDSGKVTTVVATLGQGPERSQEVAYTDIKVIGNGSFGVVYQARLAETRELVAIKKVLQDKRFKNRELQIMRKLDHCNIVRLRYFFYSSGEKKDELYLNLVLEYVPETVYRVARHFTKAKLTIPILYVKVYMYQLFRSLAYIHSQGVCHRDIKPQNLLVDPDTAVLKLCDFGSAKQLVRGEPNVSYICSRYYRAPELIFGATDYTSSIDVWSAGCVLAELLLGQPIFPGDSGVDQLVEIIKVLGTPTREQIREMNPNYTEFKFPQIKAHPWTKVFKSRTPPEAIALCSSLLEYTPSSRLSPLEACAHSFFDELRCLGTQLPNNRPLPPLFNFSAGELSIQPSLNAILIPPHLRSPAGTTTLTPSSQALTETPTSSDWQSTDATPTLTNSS
# GSK3B inh: inhibitors of human GSK3beta kinase | AID 2097 | activity score (negative = inhibition), % at 10 µM | GST-GSK3beta kinase, ADP-Glo luminescence, 60 min; hits give low values | P49841 | 300,000 tested, 0.038% active;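 active = more than half of replicate wells score below -50%, meaning over 50% inhibition versus plate controls; inconclusive = some replicates but at most half score below -50%; inactive = no replicate scores below -50%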;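 also: 0% = median DMSO wells and -100% = median GW8510 positive control wells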
# Target sequence (P49841 whole entry, looked up): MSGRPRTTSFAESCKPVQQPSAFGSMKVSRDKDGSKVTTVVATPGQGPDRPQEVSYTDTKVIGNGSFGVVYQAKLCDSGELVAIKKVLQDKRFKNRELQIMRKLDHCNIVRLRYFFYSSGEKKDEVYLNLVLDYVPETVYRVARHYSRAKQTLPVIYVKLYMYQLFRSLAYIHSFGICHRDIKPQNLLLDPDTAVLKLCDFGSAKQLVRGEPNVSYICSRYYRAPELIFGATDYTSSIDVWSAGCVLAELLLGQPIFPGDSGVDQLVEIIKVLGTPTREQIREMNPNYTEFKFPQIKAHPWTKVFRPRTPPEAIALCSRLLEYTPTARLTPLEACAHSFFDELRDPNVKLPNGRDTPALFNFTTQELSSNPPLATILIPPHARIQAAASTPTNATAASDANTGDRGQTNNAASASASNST
#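 Assay system: GST-fused GSK3beta enzyme, cell-free / Medium: Tris pH 7.5 buffer with MgCl2, DTT, BSA, heparin / Also added: peptide substrate plus 25 µM ATP (final) / Compound: 10 µM single point / Timing: kinase reaction with compound 60 min at room temperature / Detection: ADP-Glo luminescence / Benchmarks: DMSO neutral wells and GW8510 at 20 µM as positive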
# KLF5 inh: inhibitors of KLF5 expression; AID 1700; inhibition, % at 5 µM; DLD-1 KLF5 promoter-luciferase reporter, luminescence; 290,000 tested, 0.23% active;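 active = inhibition above a per-plate limit of that plate's mean compound inhibition plus 3 SD, cut at about 60% in these data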;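 also: 0% = DMSO wells and 100% = LY294002 at 200 µM; higher means less KLF5 promoter-driven luciferase light; inactives centre near -14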
# An asterisk follows results filed as active; i = inactive; ? = inconclusive; . = no result given. Not all compounds are listed. The share of hits here may be higher or lower than overall.
# Start of the listing, in advance:
# The line under a structure holds: AI-2 QS mod	GSK3B inh	HSF1 inhib	HSP90 refold inh	GSK3A inh	HSF-1 act	PolyA inh	IEC-6 cytotox	aSyn 5UTR inh	KLF5 inh
> N#Cc1ccc(-c2cn(-c3ccccc3)c3[n+]2CCCS3)cc1
 : 7	1	-1	1	-1	19	i	-6	3	-22
> CCn1c(SCc2c(Cl)cccc2Cl)nnc1-c1nn(-c2ccccc2)ccc1=O
 : 17	0	9	-1	-2	8	i	0	21	-17
> FC(F)(F)c1cccc(OCCOCCn2cncn2)c1
 : 37	0	-4	1	-2	-6	i	2	5	4
> CC(c1ccccc1)N1C(=O)c2ccc(C(=O)Nc3ccc(Br)cc3C(=O)O)cc2C1=O (stereo unspecified)
 : 15	0	-6	-5	0	0	i	-2	-30	-7
> Cc1cc(OCC(=O)Nc2ccc(S(=O)(=O)N3CCN(C)CC3)cc2)cc(C)c1Cl
 : 18	1	-4	4	-1	21	i	-5	13	6
> O=C(/C=C/c1ccco1)Nc1ccccc1N1CCCC1
 : 19	-5	0	2	1	7	i	1	-80	-37

# The whole of this part, repeating the preview:
# The line under a structure holds: AI-2 QS mod	GSK3B inh	HSF1 inhib	HSP90 refold inh	GSK3A inh	HSF-1 act	PolyA inh	IEC-6 cytotox	aSyn 5UTR inh	KLF5 inh
> N#Cc1ccc(-c2cn(-c3ccccc3)c3[n+]2CCCS3)cc1
 : 7	1	-1	1	-1	19	i	-6	3	-22
> CCn1c(SCc2c(Cl)cccc2Cl)nnc1-c1nn(-c2ccccc2)ccc1=O
 : 17	0	9	-1	-2	8	i	0	21	-17
> FC(F)(F)c1cccc(OCCOCCn2cncn2)c1
 : 37	0	-4	1	-2	-6	i	2	5	4
> CC(c1ccccc1)N1C(=O)c2ccc(C(=O)Nc3ccc(Br)cc3C(=O)O)cc2C1=O (stereo unspecified)
 : 15	0	-6	-5	0	0	i	-2	-30	-7
> Cc1cc(OCC(=O)Nc2ccc(S(=O)(=O)N3CCN(C)CC3)cc2)cc(C)c1Cl
 : 18	1	-4	4	-1	21	i	-5	13	6
> O=C(/C=C/c1ccco1)Nc1ccccc1N1CCCC1
 : 19	-5	0	2	1	7	i	1	-80	-37
> CCOc1ccc(C(=O)NC(=S)Nc2ccc(NC(=O)c3ccco3)c(C)c2)cc1[N+](=O)[O-]
 : 13	0	-5	2	-2	3	i	-3	6	-31
> O=C(c1c(F)c(F)c(F)c(F)c1F)N1CCN(Cc2ccc3c(c2)OCO3)CC1
 : -4	2	2	.	-2	-15	i	.	-4	.
> Cc1ccc(S(=O)(=O)c2c(C)nn(-c3ccccc3)c2OC(=O)c2ccco2)cc1
 : 31	5	3	-4	-1	-6	i	-1	-20	-15
> O=C1NC2(CCCCC2)C(=O)N1c1cccc(Cl)c1
 : 18	-3	-4	2	2	13	i	-1	14	-9
> CC1(C)Cc2ccccc2-c2nnc(SCC(=O)N3CCN(c4ccccc4)CC3)n21
 : 5	-4	0	-3	-4	1	i	-2	7	-25
> O=C(c1cn(-c2ccccc2)nc1-c1ccccc1)n1nnc2ccccc21
 : 28	2	7	2	0	29	i	-3	10	-20
> Cc1ccc(N2CCN(C(=O)c3cn(CC4CCCCC4)nn3)C(C)C2)cc1 (stereo unspecified)
 : 25	-3	53	-6	-3	?	i	-6	-154	-227
> CCS(=O)(=O)Nc1ccc(C2=NN(S(C)(=O)=O)C(c3cccs3)C2)cc1 (stereo unspecified)
 : 23	-2	2	-1	-1	14	i	2	-101	-20
> O=C(NC1CCCC1)c1ccc(CS(=O)Cc2ccccc2Cl)o1 (stereo unspecified)
 : 0	0	1	1	2	14	.	6	4	0
> CCOc1cc(/C=C2\N=C(SCC)SC2=O)cc([N+](=O)[O-])c1OC(C)=O
 : -3	-4	0	-2	2	12	i	-6	-2	4
> CCOCCCn1c(=S)[nH]c2cc(C(=O)N3CCC(C(N)=O)(N4CCCCC4)CC3)ccc2c1=O
 : 20	3	-6	-1	-1	-6	i	-4	-14	-5
> COc1ccccc1NC(=S)N(CCc1nc2cc(C)c(C)cc2[nH]1)Cc1cccnc1
 : 7	0	.	0	1	.	i	-2	5	-5
> O=C(NNC(=O)C1CCCN(S(=O)(=O)c2ccc3ccccc3c2)C1)C1CC1 (stereo unspecified)
 : 1	6	3	-2	.	13	i	-4	16	-7
> O=C(c1[nH]ncc1-c1ccccc1)C1CO1 (stereo unspecified)
 : -66	2	7	4	1	18	i	0	-9	0
> CCOc1ccc(S(=O)(=O)N2CCN(c3ccccc3OC)CC2)c2cccnc12
 : 11	1	14	1	1	12	i	-2	23	2
> CC(=O)Nc1ccc(NS(=O)(=O)c2ccc3[nH]c(=O)[nH]c3c2)cc1
 : 6	-1	-1	-2	0	0	i	-5	2	-29
> CCn1nc(C)c(/C=N/NC(=O)Cn2nccc2C)c1C
 : 29	-1	6	1	-3	13	i	4	-49	-6
> CCCC(=O)c1c[nH]c(C(=O)NCCc2ccccn2)c1
 : 13	-3	-3	1	3	-8	i	0	-36	-12
> COc1ccc(OCC(=O)NC(=S)N2CCCc3ccccc32)cc1
 : 17	0	-6	10	-2	10	i	-7	-5	-18
> Cc1cccc(NC(=O)Cn2cccc2)c1
 : 20	3	-6	5	2	3	i	-10	-11	-10
> O=C(Nc1ccc(Cl)cn1)c1cccc(S(=O)(=O)N2CCCC2)c1
 : 14	-9	-6	-4	0	2	i	-1	-3	-9
> O=C(c1cc2nc(-c3cccs3)cc(C(F)(F)Cl)n2n1)N1CCCc2ccccc21
 : 15	-4	4	-1	1	0	i	-2	29	-7
> Cc1ccc(C)c(NC(=O)CSc2nnc(-c3ccncc3)o2)c1
 : 0	3	3	-4	1	21	i	-2	-2	-12
> Cc1cccc(NC(=S)NC23CN4CN(CN(C4)C2)C3)c1
 : 14	-2	-4	4	0	-3	i	5	6	-4
> Cc1cccc(NCc2ccc(O)c3ncccc23)c1
 : -1	-3	?	1	-3	-59	i	-7	54	0
> CC(=O)Nc1ccc(NC(=O)c2cccc3ccccc23)cc1
 : -1	2	-1	7	2	-3	i	-4	-11	-35
> COc1ccc(/C=C/C2=CC(C)(C)NC(=S)N2)c(OC)c1
 : 11	-1	6	-2	-1	20	i	1	-4	-8
> Cc1cc(C)c(S(=O)(=O)NC(C)C)c(C)c1-n1cnnn1
 : 33	-1	-7	-3	-2	13	i	-10	7	-4
> COc1ccc(CNC(=O)CN2C(=O)COc3ccc(S(=O)(=O)N4CCC(C)CC4)cc32)cc1
 : 51	1	2	-4	-2	25	i	-2	-1	-20
> O=C(Nc1ccccc1O)c1ccc(NC(=O)C2CC2)cc1
 : 23	5	18	-6	-2	20	.	-10	i	-171
> Cc1ccc(C(=O)N2CCN(S(=O)(=O)c3ccc(C(C)C)cc3)CC2)s1
 : 42	2	-5	.	-5	5	i	.	-2	.
> Cc1cccc(NC(=O)CSc2nnc(CCNC(=O)OC(C)(C)C)o2)c1C
 : 12	2	4	-5	-2	2	i	-4	9	-22
> CCc1nnc(NC(=O)CN2CCCC(C)C2)s1 (stereo unspecified)
 : 12	-1	4	0	-1	-2	i	-8	-14	-2
> Cc1nn(C(=O)Cn2ccc([N+](=O)[O-])n2)c(C)c1Cl
 : 40	1	-13	-1	-2	-8	i	-2	-8	-9
> O=C(/C=C/c1ccccc1Cl)NCc1cccs1
 : -93*	1	17	7	-2	17	i	8	-101	-78
> CCOC(=O)C1CCCN(c2c(N3CCC(N4CCCCC4)CC3)c(=O)c2=O)C1 (stereo unspecified)
 : 27	11	2	0	-1	-15	i	-7	-19	-5
> CC(C)CC(=O)NC(NC(=S)Nc1ccccc1)C(Cl)(Cl)Cl (stereo unspecified)
 : 10	-2	-2	-3	-3	-3	i	6	-11	5
> Cc1cnc(NC(=O)c2ccc(-c3nc4ccccc4s3)o2)s1
 : 16	2	-4	-2	0	4	i	-4	-84	-25
> CCc1ccc(-c2nnn(Cc3nn[nH]n3)n2)cc1
 : 27	1	-5	6	3	8	i	4	6	-27
> CCOC(=O)c1c(N)sc2c(OC)c(Br)ccc12
 : 8	-1	-15	1	2	-30	i	0	-46	-69
> Cc1ccc(CNc2nnnn2C)cc1
 : -1	1	5	-6	2	2	i	3	-9	-5
> Cc1ccc(NC(=S)NCc2ccc(F)cc2)cc1
 : -19	1	4	.	0	29	i	.	-14	.
> COCCNC(=O)c1c(C)cc(C)cc1C
 : 14	0	-8	2	-1	12	i	2	10	-3
> CCC(=O)Oc1oc(-c2ccccc2)nc1C=Nc1ccc(C)cc1
 : 1	-3	9	-2	-1	11	i	-2	-34	-15

# Remaining list, next part:
# The line under a structure holds: AI-2 QS mod	GSK3B inh	HSF1 inhib	HSP90 refold inh	GSK3A inh	HSF-1 act	PolyA inh	IEC-6 cytotox	aSyn 5UTR inh	KLF5 inh
> COc1ccc(C(N)=O)cc1NC(=O)CC(O)(C(F)(F)F)C(F)(F)F
 : -4	4	-12	3	-2	8	i	-2	7	-7
> CSc1ccc(S(=O)(=O)NCC(=O)OCC(=O)NCc2cccs2)cc1[N+](=O)[O-]
 : 22	2	-6	.	-1	-5	i	.	-4	.
> Cn1nccc1C(=O)NC(=S)Nc1cc(Cl)cc(Cl)c1
 : 10	4	3	2	2	-1	i	2	-7	-6
> CCc1ccc(N(C(=O)c2csnn2)C(C(=O)NCc2ccccc2)c2ccco2)cc1 (stereo unspecified)
 : 8	1	8	0	-2	19	i	-4	18	-8
> Cc1nc2ccccc2c2c1CC(C)S2 (stereo unspecified)
 : 16	2	2	-4	-3	-12	i	-6	10	-14
> Cc1nn(-c2ccccc2)c2sc(C(=O)NNC(=O)COc3cccc4ccccc34)cc12
 : 29	0	-2	0	-5	18	i	1	3	3
> COc1ccc(CC(=O)N2CCOCC2)cc1
 : 5	1	1	-1	2	2	i	-6	12	-1
> O=C(c1cc(F)c(F)cc1Cl)N1CCN(c2ncccn2)CC1
 : 8	-4	-7	12	1	-15	i	-2	-11	19
> Cc1ccc(CNC(=O)c2ccccc2NC(=O)CN2CC(C)OC(C)C2)cc1 (stereo unspecified)
 : 12	1	0	0	-1	-17	i	1	-14	18

# 2 entries from above in another layout.
SMILES	AI-2 QS mod	GSK3B inh	HSF1 inhib	HSP90 refold inh	GSK3A inh	HSF-1 act	PolyA inh	IEC-6 cytotox	aSyn 5UTR inh	KLF5 inh
CCc1ccc(N(C(=O)c2csnn2)C(C(=O)NCc2ccccc2)c2ccco2)cc1 (stereo unspecified)	8	1	8	0	-2	19	i	-4	18	-8
Cc1nc2ccccc2c2c1CC(C)S2 (stereo unspecified)	16	2	2	-4	-3	-12	i	-6	10	-14

# Compound activity: PubChem BioAssay, several laboratories
